# Source: PubChem
# Rpn11 inh: blocks the human proteasome subunit Rpn11. O00487. human 26S proteasome, Ub4-pepOG fluorescence polarization; 20S core pre-blocked with epoxomicin. calls only at 20 µM. 360,000 compounds, 0.59% hits;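 active means inhibition at 20 µM, scaled to each plate's controls, above about 33%, limit read from the data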
# Target sequence (O00487 whole entry, looked up): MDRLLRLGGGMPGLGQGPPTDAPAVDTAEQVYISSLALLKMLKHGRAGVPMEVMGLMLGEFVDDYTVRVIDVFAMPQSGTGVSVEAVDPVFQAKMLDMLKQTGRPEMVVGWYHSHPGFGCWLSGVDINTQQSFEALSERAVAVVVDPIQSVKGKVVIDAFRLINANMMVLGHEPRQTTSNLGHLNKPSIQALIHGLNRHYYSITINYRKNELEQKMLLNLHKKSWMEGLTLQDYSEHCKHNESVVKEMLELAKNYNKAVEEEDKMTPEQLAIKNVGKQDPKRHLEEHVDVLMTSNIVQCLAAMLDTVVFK
# LMPTP inh: blocks human LMPTP phosphatase. 360,000 compounds, 0.22% hits. AID 651560. inhibition, % at 20 µM. recombinant LMPTP-A, OMFP fluorogenic substrate, fluorescence intensity. P24666;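 active means compounds that cut the enzyme signal by at least half of the control window in the single-dose screen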;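 further: plate controls were DMSO wells with enzyme plus substrate for no effect and substrate without enzyme for full effect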
#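 Test system: LMPTP-A phosphatase enzyme; input: 0.625 nM LMPTP-A final; reagent: OMFP substrate, 400 µM final; compound dosing: 20 µM single dose, 3% DMSO; incubation: 50 min dark incubation at room temperature; measured by: endpoint fluorescence intensity from OMFP dephosphorylation; measure: % inhibition relative to no-enzyme and uninhibited control wells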
# Neddylation inh: blocks human cullin neddylation; P61081+Q13564; TR-FRET cullin neddylation, biochemical; calls only at 25 µM; 360,000 compounds, 0.58% hits; AID 651699; in the data active means inhibition above about 36%
# SUMO1-SIM PPI: SUMO1-SIM interaction modulation; SUMO1 binding to a labelled peptide, TR-FRET, 1 h; inhibition, % at 20 µM; 360,000 compounds, 0.33% hits; AID 602429; in the data active means inhibition above about 37%
# Target sequence (P63165 whole entry, looked up): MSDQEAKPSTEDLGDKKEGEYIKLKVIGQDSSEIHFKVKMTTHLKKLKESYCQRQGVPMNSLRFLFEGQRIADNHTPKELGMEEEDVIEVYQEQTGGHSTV
# DNMT1 block: inhibitors of human DNMT1. DNMT1 molecular beacon, Hinp1I cleavage, fluorescence. inhibition (reported as % activation of signal), % at 10 µM. P26358. AID 588458. 360,000 compounds, 0.83% hits; in the data active means inhibition above about 50%
# Scp1 inh: inhibitors of human Scp-1 phosphatase. Recombinant Scp1, phosphopeptide, malachite green phosphate absorbance. inhibition, % at 20 µM. 340,000 compounds, 0.88% hits;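 active means inhibition above about 50% at 20 µM, limit read from the data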;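 further: plate controls were DMSO wells with enzyme for no effect and wells lacking enzyme for full effect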
# Target sequence (Q9GZU7 76-261 limits assumed): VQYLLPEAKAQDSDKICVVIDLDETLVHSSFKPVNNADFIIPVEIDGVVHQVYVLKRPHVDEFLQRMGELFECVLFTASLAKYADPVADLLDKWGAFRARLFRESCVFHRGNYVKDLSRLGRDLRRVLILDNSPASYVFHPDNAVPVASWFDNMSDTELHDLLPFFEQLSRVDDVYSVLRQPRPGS
#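 Assay system: SCP-1 catalytic fragment, aa 76-261 | Buffer or medium: Tris acetate buffer pH 5.5 with MgCl2 and Tween-20 | Compound: One concentration, 20 µM, with 1.0% DMSO | Also added: Phospho 17-mer peptide substrate | Signal: Absorbance at 630 nm | Incubation: 45 min enzyme reaction at room temperature | Measure: % inhibition of SCP-1 phosphate liberation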
# Rin1 Abl inh: blocks binding of human Rin1 to Abl. P00519+Q13671. TR-FRET Rin1/Abl binding, biochemical. inhibition, % at 7.35 µM. 360,000 compounds, 0.4% hits; in the data active means inhibition above about 5%, passing the limit was not always enough
# CSN inh: CSN deneddylation inhibition; Purified CSN, SCF-Nedd8-OG deneddylation, fluorescence polarization; Q92905; inhibition, % at 12.5 µM; 360,000 compounds, 0.38% hits; AID 651999;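 active means pattern-corrected inhibition above about 35%, with an unprinted fluorescence ratio check between 0.5 and 1.5, limit read from the data, passing the limit was not always enough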;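 further: 0% = enzyme with substrate and 100% = substrate without enzyme; some results filed as inactive read as strong as hits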
# Target sequence (Q92905 whole entry, looked up, one chain of several): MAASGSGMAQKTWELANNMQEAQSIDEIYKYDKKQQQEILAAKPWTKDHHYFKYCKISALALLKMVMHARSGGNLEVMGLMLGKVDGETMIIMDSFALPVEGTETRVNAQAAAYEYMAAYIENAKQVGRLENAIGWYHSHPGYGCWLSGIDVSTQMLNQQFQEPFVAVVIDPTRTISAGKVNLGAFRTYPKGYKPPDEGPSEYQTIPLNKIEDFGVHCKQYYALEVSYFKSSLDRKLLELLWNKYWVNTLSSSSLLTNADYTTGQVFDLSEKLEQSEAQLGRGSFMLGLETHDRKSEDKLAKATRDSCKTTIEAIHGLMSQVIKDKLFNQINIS
#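 Material: human Csn5 produced in HEK293T cells; Input: enzyme 0.24 nM; Reagent: SCFSkp2-Nedd8OG substrate at 10 nM final; Dosing: 12.5 µM compound; Incubation: 90 min reaction at room temperature; Detection: fluorescence polarization of the substrate; Evaluation: % inhibition of substrate cleavage by Csn5; Control set: substrate-only high control, full reaction low control.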
# STEP inh: inhibitors of human striatal-enriched phosphatase STEP; recombinant STEP, OMFP fluorogenic substrate, fluorescence; inhibition, % at 20 µM; 360,000 compounds, 0.25% hits;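 active means inhibition at 20 µM, scaled per plate between control wells, above about 37%, limit read from the data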;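 further: 0% = DMSO with enzyme and substrate and 100% = substrate only without enzyme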
#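 Material: STEP (striatal-enriched tyrosine phosphatase) enzyme, cell-free | Medium: 50 mM Bis-Tris pH 6.0 with 2.5 mM DTT and 0.005% Tween 20 | Read-out: Percent inhibition scaled to no-enzyme and uninhibited-enzyme controls, plate-pattern corrected | Signal: Fluorescence read at 480 nm ex / 540 nm em | Times: 20 min reaction, room temperature, in the dark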
# NadD block: NadD (S. aureus) enzyme inhibition. 360,000 compounds, 0.78% hits. purified NadD enzyme, colorimetric absorbance read-out. AID 602399. inhibition, % at 20 µM; in the data active means inhibition above about 26%; further: some compounds past the cut are filed as inactive
# * = called active by the depositor; i = inactive; x = not tested or not shown; + = active, no number.
1. C=CCNC(=O)CC(=O)N/N=C/c1cccc(C)c1
2. CN1OC[C@@H]2CN[C@H](c3ccc(-c4cccc(F)c4)cc3)C[C@@H]21
3. CS(=O)(=O)N(CC(=O)Nc1ccccc1C(=O)NCCc1ccccc1)c1ccc2c(c1)OCCO2
4. O=C(CCSc1ccc(Cl)c(Cl)c1)NC12CC3CC(CC(C3)C1)C2
5. COc1ccc(C2C(C(=O)OC3CCCCC3)=C(C)Nc3nnnn32)c(OC)c1OC (stereo not drawn)
6. Cc1cc(C)cc(NC(=O)c2ccc(CSc3nnnn3C)cc2)c1
7. CCCCCCN1CCN(C2CN(CCCC)S(=O)(=O)C2)CC1 (stereo not drawn)
8. CCOC(=O)c1nnn(CC(=O)N2N=C(c3ccccc3)CC2c2ccccc2)c1C(=O)OCC (stereo not drawn)

Compound	1	2	3	4	5	6	7	8
Rpn11 inh	i	i	i	i	i	i	i	i
LMPTP inh	-1.1	-1.0	1.8	4.5	1.3	-1.1	-1.2	2.3
Neddylation inh	i	i	i	i	i	i	i	i
SUMO1-SIM PPI	-4	0	2	-3	0	4	5	4
DNMT1 block	-1	1	0	0	-2	0	3	9
Scp1 inh	-1	x	-14	-7	-8	-7	x	-5
Rin1 Abl inh	-2	0	2	-4	-2	1	-1	1
CSN inh	-11	0	-3	5	3	-2	0	2
STEP inh	-2	0	-1	2	6	-4	1	1
NadD block	-1	-6	-12	-3	-2	-3	0	0

9. Cc1ccc(C(=O)Nc2ccccc2N2CCCCC2)cc1S(=O)(=O)N1CCOCC1
10. Cc1nnc(SCC(=O)N(C)Cc2ccccc2)[nH]c1=O
11. CCN(CC(=O)NC1CCCC1)S(=O)(=O)c1ccc(C)cc1
12. COc1ccc(C(=O)Nc2ccc(S(=O)(=O)Nc3cc(C)nc(C)n3)cc2)c(OC)c1
13. Cc1cc(/C=C(\C#N)C(=O)O)c(C)n1CC(C)C
14. COc1ccc(/C=N/N=C2/NC(=O)C(c3ccccc3)(c3ccccc3)S2)cc1
15. CC(C)Oc1cc2oc(=O)c3c(c2cc1Cl)CCC3
16. COC(=O)C1=C(NC(=O)c2ccc(C)cc2)CCS1

Compound	9	10	11	12	13	14	15	16
Rpn11 inh	i	i	i	i	i	i	i	i
LMPTP inh	-4.2	-1.3	-2.0	-0.2	-1.2	-0.8	-2.6	-1.6
Neddylation inh	i	i	i	i	i	i	i	i
SUMO1-SIM PPI	1	-2	2	22	-6	0	0	3
DNMT1 block	-5	1	7	1	2	39	7	2
Scp1 inh	-6	-12	-2	-1	-8	-5	3	-6
Rin1 Abl inh	1	-1	-3	-3	-5	-1	4	0
CSN inh	0	-2	-1	-1	7	-3	0	-1
STEP inh	1	0	-2	4	0	1	-2	8
NadD block	5	-1	-3	5	-1	10	2	-4

17. CCCN(C)C[C@H]1Oc2ncc(Br)cc2C(=O)N([C@@H](C)CO)C[C@@H]1C
18. N#Cc1ccc[n+](CC(=O)c2ccc(Cl)cc2)c1
19. Cc1ccc(NC(=O)CSc2ccccc2NC(=O)c2ccccc2)cc1Cl
20. O=C(CCN1CCc2ccccc2CC1)c1ccc2c(c1)OCCO2
21. O=C(Cn1ncc2c3ccccc3n(Cc3ccccc3)c2c1=O)NCc1ccccn1
22. NNc1nc(Nc2ccccc2)nc(N2CCCCC2)n1
23. CC(=O)NC(c1ccccc1)c1nc(-c2cccc(CO)c2)cs1 (stereo not drawn)
24. C=CCn1c(SCC(=O)N2CCc3ccccc3C2)nc2sc(C)cc2c1=O

Compound	17	18	19	20	21	22	23	24
Rpn11 inh	i	i	i	i	i	i	i	i
LMPTP inh	0.6	-1.6	2.0	0.3	-0.2	0.1	-1.6	2.4
Neddylation inh	i	i	i	i	i	i	i	i
SUMO1-SIM PPI	3	-9	0	-2	16	-1	-2	0
DNMT1 block	4	1	21	3	-3	-2	2	-7
Scp1 inh	x	2	-7	0	8	-2	x	-10
Rin1 Abl inh	-5	-1	-1	-2	-6	4	-4	-1
CSN inh	0	7	0	1	2	3	0	-7
STEP inh	-3	24	-1	1	1	-1	0	6
NadD block	-2	5	-6	-7	4	12	0	-2

25. Cc1ccc(N2C(=O)C(Cc3ccccc3)NC2=S)cc1 (stereo not drawn)
26. O=C(Nc1cccc(F)c1)c1c(F)c(F)c(F)c(F)c1F
27. Cc1cc([N+](=O)[O-])nn1CCCC(=O)O
28. C/C(=N\NC(=O)COc1ccc(C(C)(C)C)cc1)c1ccc(OC(F)F)cc1
29. O=C1CCCC2=C1C(c1ccccc1)CC(=O)N2c1ccccc1 (stereo not drawn)
30. Cc1ccc(Cn2c(=O)n(Cc3ccco3)c(=O)c3ccccc32)cc1
31. CC(=O)CC(=O)Nc1ncc(C(F)(F)F)cc1Cl
32. O=C(NCCc1ccccc1)C1CC(=O)N(C2CCCCCC2)C1 (stereo not drawn)

Compound	25	26	27	28	29	30	31	32
Rpn11 inh	i	i	i	i	i	i	i	i
LMPTP inh	-0.9	-0.4	-0.8	3.3	-1.2	1.3	1.6	0.3
Neddylation inh	i	i	i	i	i	i	i	i
SUMO1-SIM PPI	1	-1	-1	0	-5	3	0	-1
DNMT1 block	7	3	0	-3	-1	-1	3	3
Scp1 inh	-1	-32	-7	-6	-13	-6	8	-3
Rin1 Abl inh	2	4	5	0	3	-1	7	0
CSN inh	1	0	4	0	-4	4	-22	3
STEP inh	-1	0	-3	8	-5	6	3	-1
NadD block	0	9	-1	2	-2	-6	3	6

# Overlap with the part before: 4 compounds, followed by the next part.
29. O=C1CCCC2=C1C(c1ccccc1)CC(=O)N2c1ccccc1 (stereo not drawn)
30. Cc1ccc(Cn2c(=O)n(Cc3ccco3)c(=O)c3ccccc32)cc1
31. CC(=O)CC(=O)Nc1ncc(C(F)(F)F)cc1Cl
32. O=C(NCCc1ccccc1)C1CC(=O)N(C2CCCCCC2)C1 (stereo not drawn)
33. Cc1nc2nc(-c3cccnc3)nn2c(C)c1Cl
34. CCCCNC(=O)c1cc(-c2ccccc2)sc1N
35. COc1ccc(C(=O)N2CCC(C)(C(=O)O)C2)cc1OC (stereo not drawn)
36. Cc1[nH][nH]c(=O)c1C(c1c(C)[nH][nH]c1=O)c1cn(Cc2ccccc2Cl)c2ccccc12
37. COc1ccccc1NC(=O)CNC(=O)CC12CC3CC(CC(C3)C1)C2
38. O=C(c1cccc([N+](=O)[O-])c1)N1CCCC(C(=O)N2CCCCC2)C1 (stereo not drawn)
39. COc1ccc(OCC(O)CNC(=O)Nc2cc(F)ccc2C)cc1 (stereo not drawn)
40. Cc1ccc(C)c2[nH]c(=O)c(CN(Cc3ccc4c(c3)OCO4)Cc3nnnn3Cc3ccco3)cc12

Compound	29	30	31	32	33	34	35	36	37	38	39	40
Rpn11 inh	i	i	i	i	i	x	i	i	i	i	i	i
LMPTP inh	-1.2	1.3	1.6	0.3	-2.7	2.1	-1.7	5.8	0.4	-1.2	0.1	2.6
Neddylation inh	i	i	i	i	i	i	i	i	i	i	i	i
SUMO1-SIM PPI	-5	3	0	-1	2	-7	-1	3	4	-6	0	2
DNMT1 block	-1	-1	3	3	2	x	1	33	2	1	-2	0
Scp1 inh	-13	-6	8	-3	-6	x	x	-4	5	-4	-11	-4
Rin1 Abl inh	3	-1	7	0	1	x	-5	6	-2	1	-3	-2
CSN inh	-4	4	-22	3	-1	6	1	9	22	-1	2	6
STEP inh	-5	6	3	-1	-3	x	-1	-2	0	4	0	-5
NadD block	-2	-6	3	6	-3	x	-3	28	-1	2	-4	15

# In a second layout: results already given
34) CCCCNC(=O)c1cc(-c2ccccc2)sc1N
  Rpn11 inh: x; LMPTP inh: 2.1; Neddylation inh: i; SUMO1-SIM PPI: -7; DNMT1 block: x; Scp1 inh: x; Rin1 Abl inh: x; CSN inh: 6; STEP inh: x; NadD block: x
39) COc1ccc(OCC(O)CNC(=O)Nc2cc(F)ccc2C)cc1 (stereo not drawn)
  Rpn11 inh: i; LMPTP inh: 0.1; Neddylation inh: i; SUMO1-SIM PPI: 0; DNMT1 block: -2; Scp1 inh: -11; Rin1 Abl inh: -3; CSN inh: 2; STEP inh: 0; NadD block: -4

# (list continues)
41. COc1ccc(-n2c(SCc3ccc([N+](=O)[O-])cc3)nnc2-c2ccccc2)cc1
42. COC(=O)c1ccc(N2C(=O)Nc3ccccc3N2O)cc1
43. O=C(OCC(=O)N1CCCc2ccccc21)c1c(F)cccc1F
44. CCc1nc(N)c(C#N)c(-c2ccc(OC)c(OC)c2)c1C
45. Cc1csc2ncnc(NCCc3ccccn3)c12
46. O=C(CN1C(=O)CNC1=O)Nc1cccc(C(F)(F)F)c1
47. CCOC(=O)C1(CC2CCCCO2)CCN(C(=O)NCc2ccccc2)CC1 (stereo not drawn)
48. CC(C)Cc1ccc(S(=O)(=O)N2CCN(C(=O)c3ccco3)CC2)cc1

Compound	41	42	43	44	45	46	47	48
Rpn11 inh	i	i	i	i	i	i	i	i
LMPTP inh	2.9	-0.6	0.7	0.9	0.1	-1.0	-0.9	1.1
Neddylation inh	i	i	i	x	i	i	i	i
SUMO1-SIM PPI	-16	0	-4	-2	0	0	4	8
DNMT1 block	0	-1	1	1	0	-1	-2	2
Scp1 inh	5	-1	2	-2	-4	-3	-6	-2
Rin1 Abl inh	2	-2	1	3	1	3	-1	1
CSN inh	-7	-3	4	-5	-3	4	-9	-5
STEP inh	-2	0	-1	-2	-1	0	-1	1
NadD block	-18	-3	0	-5	-6	8	3	0

49. Cc1ccc(S(=O)(=O)N2CCN(C(=O)COC(=O)/C=C/c3ccc(OC(F)F)cc3)CC2)cc1
50. CCC1=NN(C(=O)Cc2ccc([N+](=O)[O-])cc2)C(O)(C(C)(C)C)C1 (stereo not drawn)
51. CCCCN1CC(N2CCN(CCO)CC2)CS1(=O)=O (stereo not drawn)
52. Cc1cc(C)nc(/N=C(\N)N2CCCCCC2)n1
53. CCC(=NC1CC(C)(C)NC(C)(C)C1)C1=C(O)CC(C)(C)CC1=O
54. O=C(CSc1nc2ccccc2[nH]1)NCc1ccco1
55. COc1cc(NC(=O)Cc2ccccc2)ccc1NC(=O)c1ccccc1
56. CCOC(=O)CCc1c(C)c2ccc(OC3CCCCC3=O)cc2oc1=O (stereo not drawn)

Compound	49	50	51	52	53	54	55	56
Rpn11 inh	i	i	i	i	i	i	i	i
LMPTP inh	5.6	2.9	0.0	-0.5	-3.2	-1.3	-0.8	-0.5
Neddylation inh	i	i	i	i	i	i	+	x
SUMO1-SIM PPI	3	-6	3	2	-3	3	1	0
DNMT1 block	-7	1	-1	7	-1	-3	-1	-5
Scp1 inh	1	-3	x	-7	-4	1	-9	-12
Rin1 Abl inh	-1	-2	4	1	2	0	3	0
CSN inh	-8	-2	1	-1	-1	-5	-3	0
STEP inh	4	-2	-2	0	-1	-2	-3	-1
NadD block	-7	-5	-1	-3	-2	9	-11	-1
